# PTPN22 inh 2: inhibitors of human LYP (PTPN22) phosphatase. Q9Y2R2. inhibition, % at 2 µM. recombinant LYP catalytic domain, DiFMUP fluorescence. AID 640. 96,000 tested, 0.21% active;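 active = inhibition at 2 µM at or above a set limit, the screen mean plus 3 SD, cut at about 24% in these data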;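 also: 0% = DMSO with enzyme and 100% = enzyme fully blocked by orthovanadate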
# CYP2C9 act: increases human cytochrome P450 2C9 activity; P11712; recombinant CYP2C9, luciferin-H conversion, luminescence; active compounds read high; factor 1 = untreated enzyme, 0 = blocked; activation factor at 5 µM; 96,000 tested, 1.4% active; AID 1024;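 active = activation factor of 2 or more for CYP2C9 at a 5 µM dose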;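 also: 0 = sulfaphenazole-blocked wells and 1 = vehicle-only wells; values of inactives mirror those of a sister screen read the other way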
# hDAT+cocaine: human DAT dopamine uptake with cocaine, either direction; Q01959; LLC-PK1 hDAT cells, [14C]-dopamine uptake with cocaine IC80; actives deviate in either direction; B-score at 10 µM; 110,000 tested, 1.3% active;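 active = Z score or B-score, a plate-position-corrected score, falls beyond the plate's 99.7% confidence bounds, in either direction; inactive = both scores lie inside the 99.7% bounds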;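 also: scored against the spread of the other compound wells on the same plate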
# Pyk2 oligo antag: Pyk2 (human) oligomerization antagonism; Q14289; Q293 cells, Pyk2 FERM NanoBiT luminescence; active compounds read low; z-score (the deposit names both 25 µM and 10 µM); 99,000 tested, 0.83% active;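 active = Z-score of -3 or lower, scaled per plate to the spread of control and sample wells; inactive = z-score above -3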;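 also: negative z-score means lost luminescence so less FERM oligomerization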
# Target sequence (Q14289 whole entry, looked up): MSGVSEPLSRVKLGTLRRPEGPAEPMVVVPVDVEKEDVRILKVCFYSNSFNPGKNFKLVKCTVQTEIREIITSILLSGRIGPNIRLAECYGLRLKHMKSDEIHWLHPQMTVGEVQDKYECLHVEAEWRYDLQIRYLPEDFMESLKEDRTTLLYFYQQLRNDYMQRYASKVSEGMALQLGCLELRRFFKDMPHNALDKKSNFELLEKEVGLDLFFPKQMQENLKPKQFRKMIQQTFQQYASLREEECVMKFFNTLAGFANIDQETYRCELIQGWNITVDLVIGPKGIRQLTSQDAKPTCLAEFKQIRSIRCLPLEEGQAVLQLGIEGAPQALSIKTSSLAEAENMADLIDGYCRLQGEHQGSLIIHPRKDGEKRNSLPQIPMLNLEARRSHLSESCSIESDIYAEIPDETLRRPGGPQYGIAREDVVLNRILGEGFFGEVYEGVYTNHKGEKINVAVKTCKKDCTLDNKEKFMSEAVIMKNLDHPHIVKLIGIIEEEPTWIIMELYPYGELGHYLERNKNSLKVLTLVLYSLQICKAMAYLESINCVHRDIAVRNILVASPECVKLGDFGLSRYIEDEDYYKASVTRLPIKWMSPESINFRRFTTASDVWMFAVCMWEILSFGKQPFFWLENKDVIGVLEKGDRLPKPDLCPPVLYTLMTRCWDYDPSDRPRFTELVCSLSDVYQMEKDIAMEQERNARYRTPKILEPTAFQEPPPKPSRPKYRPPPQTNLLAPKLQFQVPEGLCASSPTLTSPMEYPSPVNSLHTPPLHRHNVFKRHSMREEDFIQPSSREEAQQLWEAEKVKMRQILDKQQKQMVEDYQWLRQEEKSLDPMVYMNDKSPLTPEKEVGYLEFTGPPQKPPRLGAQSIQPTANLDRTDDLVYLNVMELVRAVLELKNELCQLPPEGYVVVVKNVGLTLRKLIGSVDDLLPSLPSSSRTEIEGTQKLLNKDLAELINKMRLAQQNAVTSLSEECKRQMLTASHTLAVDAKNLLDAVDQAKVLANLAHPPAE
# CYP2C9 inh: human CYP2C9 inhibition | 96,000 tested, 20% active | CYP2C9 Supersomes, luciferin-H conversion, luminescence | inhibition, % at 5 µM | P11712;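 active = blocking of liver enzyme CYP2C9 beyond about 50% at 5 µM, limit read from the data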; also: values of inactives mirror those of a sister screen read the other way
# LYP act: activators of human LYP (PTPN22) phosphatase; Q9Y2R2; recombinant LYP, DiFMUP fluorescence; 0 = plate median, 100 = signal doubled; activation, % at 2 µM; 96,000 tested, 0.11% active;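 active = activation at 2 µM above a set limit, the mean plus 5 SD, cut at about 37% in these data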
# The depositor's hits bear a star; / = no result given. Not all compounds are listed, so the mix of outcomes need not match the whole.
PTPN22 inh 2	CYP2C9 act	hDAT+cocaine	Pyk2 oligo antag	CYP2C9 inh	LYP act	Molecule
/	/	/	-1.4	/	/	O=C(NCc1ccccn1)c1cc(-c2ccc(Cl)cc2)nc2ccccc12
/	/	/	0.14	/	/	O=C(CSc1ccc(-c2ccco2)nn1)NCc1ccccc1Cl
/	/	/	-0.1	/	/	CN(C)CCCN(C(=O)c1ccc2c(c1)CCCC2)c1nc2ccc(F)cc2s1
/	/	/	1.4	/	/	Cc1ccc2c(c1)C=CC(C)(C)S2(=O)=O
/	/	/	0.56	/	/	Cc1nc2c(C(=O)NCCc3ccccc3Cl)c[nH]n2c(=O)c1Cl
/	/	/	-0.19	/	/	Cc1ccc(S(=O)(=O)NC2c3cccc4cccc(c34)C2Sc2nc(C)cc(C)n2)cc1 (stereo unspecified)
/	/	/	-0.34	/	/	c1ccc(C[n+]2c(-c3ccccc3)csc2Nc2ccccc2)cc1
/	/	/	-0.22	/	/	COc1ccc(-n2cccc2/C=C/[N+](=O)[O-])cc1
/	/	/	0.2	/	/	Cc1ccc(S(=O)(=O)N(CC(=O)NC2CCCC2)c2cccc(C)c2)cc1
/	/	/	-2.9	/	/	Oc1ccc(C2C(c3ccccc3)=NN=C(c3ccccc3F)N2O)c(O)c1 (stereo unspecified)
/	/	/	-0.71	/	/	CCCCOc1ccc(CC(=O)NCC(=O)O)cc1
/	/	/	0.43	/	/	Cc1nn(Cc2ccc(Cl)cc2)c(C)c1NC(=O)C(c1ccccc1)c1ccccc1
/	/	/	0.69	/	/	CC(=O)NC1=C(NC2CCS(=O)(=O)C2)C(=O)c2ccccc2C1=O (stereo unspecified)
/	/	/	-0.53	/	/	Nc1nc(/C=C/c2ccc(F)cc2)nc(-c2ccccc2O)n1
/	/	/	0.65	/	/	O=[N+]([O-])c1cccc(-c2cc3cccc[n+]3cc2-c2cccc([N+](=O)[O-])c2)c1
/	/	/	-0.74	/	/	CCOc1ccccc1C1CC(c2cccc(NS(C)(=O)=O)c2)=NN1C(=O)c1ccccc1 (stereo unspecified)
/	/	/	-0.41	/	/	O=C(Nn1c(-c2ccccc2)nc2ccccc2c1=O)c1cccs1
/	/	/	0.01	/	/	COC(=O)C(C)(C)ONC(=O)Nc1ccccc1Br
/	/	/	0.08	/	/	Cc1ccsc1/C=C(/C#N)C(=O)NCc1ccccc1
/	/	/	0.2	/	/	O=C(C[n+]1ccccc1)Nc1cc(C(F)(F)F)ccc1Cl
/	/	/	1.5	/	/	CCCn1c(SCC(=O)Nc2ccc3c(c2)CCC3)n[nH]c1=O
/	/	/	-3.8*	/	/	O=C1C(Nc2ccccc2)=C/C(=N/S(=O)(=O)c2cccs2)c2ccccc21
/	/	/	-0.31	/	/	CCCCCCCCCCCCCCCC[n+]1ccc(C(N)=O)cc1
/	/	/	0.96	/	/	COc1ccnc(CSC(N)=Nc2cccc(C(F)(F)F)c2)c1
/	/	/	-0.36	/	/	Cc1cc([N+](=O)[O-])nn1Cc1ccc(C(=O)N/N=C/c2ccc(O)cc2O)cc1
/	/	/	-0.52	/	/	COc1ccccc1NC(=S)N(Cc1ccco1)Cc1cc2cc(C)c(C)cc2[nH]c1=O
/	/	/	-0.38	/	/	Cc1sc(NC(=O)COc2ccccc2)c(C#N)c1-c1ccccc1
/	/	/	-1.8	/	/	CC1=NN(c2ccccc2)C(=O)/C1=C/c1c(O)n(-c2ccc(F)cc2)[nH]c1=O
/	/	/	1.6	/	/	COCC(=O)Nc1cc(C(=O)NCCc2ccccc2)ccc1Cl
/	/	/	-1.1	/	/	CCOC(=O)c1ccc(N/C(=N/S(=O)(=O)c2ccccc2)c2ccccc2)cc1
/	/	/	-1.5	/	/	O=[N+]([O-])c1ccc(O)c(/C=N/n2cnc3ccccc32)c1
/	/	/	-0.52	/	/	COc1ccc(OC)c(/C=N/NC(=O)c2cc(-c3ccc(C)o3)nc3ccccc23)c1
/	/	/	0.78	/	/	CN(C)c1nc(Cl)nc(NCCOc2ccccc2)n1
/	/	/	0.18	/	/	CCCNC(=O)CNC(=S)N(Cc1cc(OC)c(OC)c(OC)c1)C1CCCC1
/	/	/	2.7	/	/	C/C(=N\OCC(=O)Nn1c(C)nc2ccccc2c1=O)c1ccccc1
/	/	/	-0.32	/	/	CC(NC(=O)C(=O)NN=C1CCC(C(C)(C)C)CC1)c1ccccc1 (stereo unspecified)
/	/	/	1.4	/	/	COCCNC(=S)Nc1ccc2nc(N3CCCC3)cc(C)c2c1
/	/	/	-2.4	/	/	N=C1S/C(=C\c2ccc(-c3cccc(Cl)c3)o2)C(=O)N1c1nccs1
/	/	/	-1	/	/	O=C(CSc1nnc(NC(=O)c2ccc(S(=O)(=O)N3CCOCC3)cc2)s1)Nc1ccccc1C(F)(F)F
/	/	/	-0.4	/	/	Cc1ccc2c(CC(=O)NCc3cccs3)coc2c1
/	/	/	-0.59	/	/	COc1ccc(O)c(C(=O)c2cnc3c(c2)c(=O)[nH]c(=O)n3C)c1
/	/	/	1.1	/	/	C/C(=N\NC(=O)c1nn(C)c(C)c1Br)c1ccc(NC(=O)c2ccccc2F)cc1
/	/	/	0.25	/	/	CCOc1ccc(NC(=O)CSc2nc3[nH]ncc3c(=O)n2-c2ccccc2OC)cc1
/	/	/	0.33	/	/	CN(Cc1ccccc1)C(=O)c1c[nH]c2ccc(S(=O)(=O)N3CCOCC3)cc2c1=O
/	/	/	0.66	/	/	COc1ccc(CCNC(=O)COC(=O)Cc2cccc3ccccc23)cc1
/	/	/	-2.1	/	/	O=[N+]([O-])c1ccc(O)c(N=Cc2sc3ccccc3c2O)c1
/	/	/	2.5	/	/	CCC(=O)N(CC)Cc1cc(=O)[nH]c2ccccc12
/	/	/	-0.3	/	/	CCCn1nc(NS(=O)(=O)c2ccccc2)c2cc3cc(C)ccc3nc21
/	/	/	0.35	/	/	N#CC(C#N)=C1NC2(CCCC2)Cc2ccccc21
/	/	/	-0.16	/	/	CCOC(=O)/C(=N\Nc1ccccc1Cl)N1CCN(C)CC1
/	/	/	-0.35	/	/	CC(C)c1ccc(-c2nnc(N)s2)cc1
/	/	/	-1.1	/	/	COc1ccc(CC(=O)O/N=C(\N)Cc2cccc3ccccc23)cc1OC
/	/	/	2.5	/	/	Cc1nn(-c2ccccc2)c(Cl)c1/C=N\NC(=O)c1cnccn1
/	/	/	1.3	/	/	COc1ccc2[nH]c(=O)c(COC(=O)c3cccs3)cc2c1
/	/	/	-1.2	/	/	O=C(N/N=C/c1ccc(Cl)cc1Cl)c1n[nH]c2c1CCCC2
/	/	/	-1.1	/	/	CCCCOC(=O)C1CN(c2ccccc2)N=C1C(=O)OCC (stereo unspecified)
-7	/	/	0.27	/	7	O=C(Nc1ccc(Cl)c(Cl)c1)Nc1cc(C(=O)N2CCOCC2)ccc1N1CCCCC1
-3	/	/	1.4	/	3	Cn1c(=O)c2c(nc(CN3CCOCC3)n2Cc2ccccc2)n(C)c1=O
3	/	/	0.74	/	4	COc1ccc(C)cc1NC(=O)c1nc2nc(C)cc(C)n2n1
1	/	/	-1.5	/	-2	COc1cccc(C(C(=O)NCc2ccco2)N(Cc2ccco2)C(=O)Cn2nnc3ccccc32)c1 (stereo unspecified)

# (listing goes on)
PTPN22 inh 2	CYP2C9 act	hDAT+cocaine	Pyk2 oligo antag	CYP2C9 inh	LYP act	Molecule
1	/	/	0.52	/	-8	CCOc1ccc(/C(O)=C2\C(=O)C(=O)N(CCN(C)C)C2c2cc(OC)ccc2OC)cc1Cl (stereo unspecified)
-15	/	/	0.7	/	13	CCOC(=O)c1ccc2[nH]c(C)c(CN3CCN(C)CC3)c(=O)c2c1
-4	/	/	-0.54	/	5	CCCC(=O)n1nc(-c2ccccc2)nc1SC
11	/	/	0.12	/	-6	CCC(=O)n1nc(-c2ccc(Cl)cc2)nc1SC
-9	/	/	-0.04	/	8	CCCc1cc(N2CCCC(C(=O)Nc3cc(Cl)ccc3OC)C2)n2ncnc2n1 (stereo unspecified)
2	/	/	-0.31	/	-3	Cc1cc(C)c2nc(SCC(=O)Nc3ccccc3N3CCOCC3)c(C#N)cc2c1
-10	/	/	0.56	/	7	CCN1CCN(c2ncc(C(=O)N3CCN(c4ccccc4OC)CC3)c3ccccc23)CC1
15	/	/	0.41	/	-11	CCCOc1ccc(C2/C(=C(/O)c3ccccc3)C(=O)C(=O)N2CCCN(C)C)cc1OC (stereo unspecified)
-2	/	/	-0.05	/	6	O=C1c2ccc(-c3nc4ccccc4o3)cc2C(=O)N1Cc1ccccc1
1	/	/	0.58	/	-5	COc1ccc2cc(C(c3nnnn3C3CCCCC3)N3CCCCCC3)c3nnnn3c2c1 (stereo unspecified)
-17	/	/	-0.11	/	14	O=C(N/N=C/C=C/c1ccccc1)C1CC1c1ccccc1 (stereo unspecified)
-2	/	/	-1	/	2	Cc1oc2c(cc(NS(=O)(=O)c3cccs3)c3ccccc32)c1C(=O)OC(C)C
9	/	/	0.69	/	-10	Cc1ccc(C)c(-n2c(Cc3cc(=O)[nH]c(=O)[nH]3)nnc2SCC(=O)NCc2ccco2)c1
-11	/	/	-1.9	/	12	CN(C)c1ccc(C(=O)c2ccc(N(C)C)c3ccccc23)cc1
5	/	/	-2.3	/	-4	N#CC1=C(N)NC(SCc2ccc(Br)cc2)=C(C#N)C12CCCCC2
-3	/	/	0.39	/	2	O=C(CN(CC(=O)N1CCOCC1)S(=O)(=O)c1ccc(Br)s1)N1CCOCC1
4	/	/	-0.48	/	-4	CCOC(=O)C1CCN(C(c2cc3cc(C)cc(C)c3[nH]c2=O)c2nnnn2C2CCCCC2)CC1 (stereo unspecified)
4	/	/	0.39	/	-5	CN1CCN(C(=O)c2ccc3c(=O)n(CCc4ccccc4)c(=S)[nH]c3c2)CC1
-7	/	/	1.6	/	2	COC(=O)CC(C(=O)Nc1cc(C(=O)OC)cc(C(=O)OC)c1)N1CCN(C)CC1 (stereo unspecified)
/	1	/	0.65	4	/	CCC12CN3CC(CC)(CN(C1)C31C(=O)N(C)c3ccc(C)cc31)C2=O (stereo unspecified)

# Record cards, as listed above. Order of values: PTPN22 inh 2, CYP2C9 act, hDAT+cocaine, Pyk2 oligo antag, CYP2C9 inh, LYP act
# CCN1CCN(c2ncc(C(=O)N3CCN(c4ccccc4OC)CC3)c3ccccc23)CC1 in the list: -10, /, /, 0.56, /, 7
# COC(=O)CC(C(=O)Nc1cc(C(=O)OC)cc(C(=O)OC)c1)N1CCN(C)CC1 (stereo unspecified) in the list: -7, /, /, 1.6, /, 2
# Cc1oc2c(cc(NS(=O)(=O)c3cccs3)c3ccccc32)c1C(=O)OC(C)C in the list: -2, /, /, -1, /, 2
# Cc1cc(C)c2nc(SCC(=O)Nc3ccccc3N3CCOCC3)c(C#N)cc2c1 in the list: 2, /, /, -0.31, /, -3

# Next section
PTPN22 inh 2	CYP2C9 act	hDAT+cocaine	Pyk2 oligo antag	CYP2C9 inh	LYP act	Molecule
/	2*	/	-0.33	-100	/	O=C(Nc1cccc(NC(=O)c2nccc3ccccc23)c1)c1ccco1
/	0.3	/	0.94	72*	/	COc1ccc(CCNC(=O)c2c(O)c3cccc4c3n(c2=O)CC4)cc1OC
/	0.8	/	-0.9	24	/	CC(C)c1nc2oc3c(N4CCN(C)CC4)ncnc3c2c2c1CCC2
/	0.5	/	-0.38	54*	/	CCN1CCN(c2ncnc3c2sc2nc(N4CCOCC4)c4c(c23)CCC4)CC1
/	0.1	/	0.74	90*	/	CCOC(=O)c1c(NC(=O)CSc2nc3c(c(=O)n(C)c(=O)n3C)n2CC)sc(C)c1C
/	0.7	/	-0.15	31	/	CCc1nc2ccccc2n(CCOCCn2c(=O)c(CC)nc3ccccc32)c1=O
/	/	-0.87	-1	/	/	COc1ccc2nc(N/C(N)=N/C(=S)Nc3cccc(C)c3)nc(C)c2c1
/	/	0.64	-0.92	/	/	Cc1cc(C)cc(OCC(=O)NNC(=O)CCC(=O)NCc2ccccc2)c1
/	/	0.13	1.4	/	/	O=C(O)/C=C/C(=O)Nc1ccc(SC(F)(F)F)cc1
/	/	1.2	-2.6	/	/	O=C(COc1cccc(NC(=O)c2cccc([N+](=O)[O-])c2)c1)c1ccc(F)cc1
/	/	-1.3	-0.02	/	/	Cc1cc(Cl)ccc1NC(=S)NCCc1ccc(S(N)(=O)=O)cc1
/	/	0.038	-0.66	/	/	Cc1nn(C(=O)C2CC2)c(C)c1Sc1ccc(Cl)cc1
/	/	-0.18	-0.51	/	/	Cc1cc(C)n(-c2cc(N3CCN(C(=O)c4cccc(F)c4)CC3)ccc2[N+](=O)[O-])n1
/	/	-0.012	0.44	/	/	Cc1ccc(Sc2ccc(N)cc2C#N)cc1
/	/	-1.1	-0.74	/	/	CCS(=O)(=O)N1CCN(c2ccc([N+](=O)[O-])c(N3CCOCC3)c2)CC1
/	/	0.15	0.37	/	/	CCOc1cccc(CNc2ccc(O)cc2)c1OCc1ccccc1Cl

# High-throughput results deposited in PubChem by several laboratories.
